# High-throughput results (PubChem)
# GLA spleen mod: inhibits or activates alpha-galactosidase in human spleen homogenate. P06280. human spleen homogenate, 4MU-alpha-Gal fluorescence, 40 min. Potency, µM (titrated, usually from 80 µM), without a hit: top-dose activity change, negative = inhibition, most hits filed as inhibitors. 240,000 tested, 0.008% active;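 further: potency means the concentration at half of the fitted maximal effect; 0% = enzyme with vehicle and -100% = no enzyme basal signal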
# Target sequence (P06280 32-429 limits assumed): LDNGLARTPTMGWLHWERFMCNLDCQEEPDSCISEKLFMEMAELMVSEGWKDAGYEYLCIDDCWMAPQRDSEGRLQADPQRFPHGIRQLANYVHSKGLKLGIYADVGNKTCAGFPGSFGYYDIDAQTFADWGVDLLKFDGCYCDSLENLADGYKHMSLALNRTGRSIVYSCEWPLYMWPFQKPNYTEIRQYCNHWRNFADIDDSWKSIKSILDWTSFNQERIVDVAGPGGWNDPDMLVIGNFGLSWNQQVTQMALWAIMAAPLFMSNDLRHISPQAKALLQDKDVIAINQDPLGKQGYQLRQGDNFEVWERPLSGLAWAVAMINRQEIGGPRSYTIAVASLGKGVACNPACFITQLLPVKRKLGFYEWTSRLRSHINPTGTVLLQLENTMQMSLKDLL
#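 Human spleen homogenate (1 ug) was the enzyme source, with 4-methylumbelliferyl-alpha-D-galactopyranoside (1 mM final) in pH 5.0 citrate buffer with 0.01% Tween-20. Compounds were titrated; after 40 min at 37C, NaOH/glycine stop, 4-MU fluorescence read; AC50 from Hill fits.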
# Luc counter: Kinase-Glo luciferase inhibition (counter-screen); Q27757; Kinase-Glo luciferase, ATP luminescence, 8 min; Potency, µM (series often up to 38.3 µM), inactives show at the top dose activity change, negative = inhibition, most hits filed as inhibitors; 200,000 tested, 0.28% active; AID 1379; further: potency means the concentration at half of the fitted maximal effect; on the % scale 0 is the no-effect control and ±100 the full control effect; nearly all actives have a fitted effect of over 60% in size
#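 Inhibition of Kinase-Glo luciferase light generation was assessed at 10 uM ATP in pH 7.2 imidazole buffer, with luminescence measured after eight minutes at ambient temperature.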
# LMNA splice mod: changes lamin A minigene splicing in HeLa cells. HeLa LMNA splicing GFP/RFP minigene ratio, 48 h. Potency, µM (doses to about 46.1 µM), for inactives: at the top dose ratio change, negative = inhibition, actives largely listed as inhibitors. 200,000 tested, 0.01% active. AID 1487; active means well fitted inhibition curve with a large enough effect in the signal ratio, with a control signal flat, not every such curve was filed as active; inconclusive means small, poorly fitted or top-dose-only effect, or effect the other way, or a change in a side signal; the % refers to the signal ratio; further: potency means the concentration at half of the fitted maximal effect; on the % scale 0 is the no-effect control and ±100 the full control effect
#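 S3 HeLa cells stably expressing lamin A-EGFP splicing minigene plus DsRed2, 600 cells/well, 48 h compound exposure at 37C. Laser-scanning cytometry; analysed as GFP (500-530 nm)/RFP (575-640 nm) total intensity ratio; 0.5% DMSO vehicle.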
# NPSR antagonist: antagonists of human neuropeptide S receptor cAMP signaling | CHO-NPSR cells, cAMP TR-FRET, antagonist mode | Potency, µM (highest dose often 38.3 µM), for inactives: top-dose activity change, negative = inhibition, actives largely listed as inhibitors | 220,000 tested, 1% active; further: potency means the concentration at half of the fitted maximal effect; on the % scale 0 is the no-effect control and ±100 the full control effect; nearly all actives have a fitted effect of over 50% in size; many of its hits are not listed in these tables
# Target sequence (Q6W5P4 whole entry, looked up): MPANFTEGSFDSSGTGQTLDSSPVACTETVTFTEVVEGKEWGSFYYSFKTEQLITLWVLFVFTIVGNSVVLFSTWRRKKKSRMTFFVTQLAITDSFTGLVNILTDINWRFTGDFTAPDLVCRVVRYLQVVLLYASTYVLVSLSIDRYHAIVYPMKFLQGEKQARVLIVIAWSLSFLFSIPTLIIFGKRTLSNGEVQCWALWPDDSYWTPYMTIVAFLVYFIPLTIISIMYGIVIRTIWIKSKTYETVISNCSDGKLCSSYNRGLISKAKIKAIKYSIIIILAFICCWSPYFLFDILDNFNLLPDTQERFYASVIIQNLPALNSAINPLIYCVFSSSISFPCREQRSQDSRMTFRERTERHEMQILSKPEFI
# Epigenetic reg: derepresses silenced GFP reporter in murine cells | AID 1865 | murine LDR cells, GFP reporter derepression, 30 h | Potency, µM (top dose mostly 53.9 µM), inactives show top-dose GFP activation, usual class: activators | 280,000 tested, 0.2% active; further: potency means the concentration at half of the fitted maximal effect; % of control where 0% means no effect; nearly all actives have a fitted effect of over 60% in size
#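 Murine LDR cells carrying a silenced, genomically integrated CMV-driven GFP reporter were exposed to compound for 30 hours at 37 C. After PBS washes, GFP-positive cells (20–120 um objects) were counted by laser-scanning microplate cytometry.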
# CBFb-RUNX1 inh: inhibitors of human CBF-beta and RUNX1 interaction | AlphaScreen CBFb-His/RUNX1-biotin binding, biochemical | 230,000 tested, under 10 active | Q01196+Q13951 | Potency, µM (series often up to 59.8 µM), for inactives: top-dose activity, negative = inhibition, most hits filed as inhibitors | AID 1477; further: % of control where 0% means no effect
#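 Inhibition was taken as any reduction in AlphaScreen signal from the CBF-beta–RUNX1 pair (His and biotin tags, 30 nM each), measured after compound (15 min) and bead (90 min) incubations at room temperature.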
# IMPase Li cell: cell-permeable IMPase inhibitors with lithium potentiation. CHO-M1 cells, IP1 TR-FRET (IP-One), carbachol + lithium. Potency, µM (series often up to 59.4 µM), for inactives: at the highest dose activity, negative = IMPase inhibition, actives largely listed as inhibitors. 210,000 tested, 0.35% active. AID 1457;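 further: IP1 builds up when IMPase is blocked and the TR-FRET signal falls; potency means the concentration at half of the fitted maximal effect; plate controls were basal vehicle for no effect and high inhibitor control for full effect; nearly all actives have a fitted effect of over 50% in size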
#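 Lithium-sensitised IP1 accumulation assay; M1-expressing CHO cells treated 30 min at 37C with compound. Competitive antibody detection by time-resolved FRET followed a 10 min room-temperature lysis step.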
# Active calls of the source: *; u = inconclusive; x = no result given; & = joins results of further samples; [ ] = another dose, or the depositor's remark. Unless noted, the call rests on the fitted dose curve; in most records, active means well fitted curve in the direction sought with a large enough effect; inconclusive means small, poorly fitted or top-dose-only effect, or another doubt; inactive means no such curve, though single readings can be large; an effect the other way counts as inactive or inconclusive. Not all compounds are listed (hit frequency here may not be typical).
SMILES | CBFb-RUNX1 inh | IMPase Li cell | LMNA splice mod | Epigenetic reg | Luc counter | NPSR antagonist | GLA spleen mod
COC(=O)c1ccc(Sc2ccc(Cl)cc2)c(N)c1 | 23% | -21%[38.3 µM] | u | -0.9% | 2% | u | -10%
Cc1cccc2cc(C(c3nnnn3Cc3ccc4c(c3)OCO4)N3CCCC3)c(=O)[nH]c12 (stereo not given) | -19% | 8%[38.3 µM] | 6% | -0.3% | -1% | -17%[46.1 µM] | 4%
O=C(c1ccc2c(c1)OCO2)N1CCNc2ccccc2C1 | 10% | 21%[38.3 µM] | 5% | -1.1% | 0% | 4%[46.1 µM] | 5%
COc1cc(C2NC(=O)NC(C)=C2C(=O)OC(C)C)ccc1OC(=O)c1ccco1 (stereo not given) | 3% | 5% | 4% | -1.0% | 3% | 0% | 7%
CCOc1c2ccc(C(=O)NCCc3cccs3)cc2nn1CC | 0% | -27%[38.3 µM] | 7% | -3.5% | -5% | -5%[46.1 µM] | 6%
COc1cc(-c2ccc(NC(C)=O)c(OC)c2)ccc1NC(C)=O | 2% | x | x | 1.1% | x | 0% | 6%
O=C1CCC(C(=O)OCc2cc(Cl)ccc2OC(F)F)N1 (stereo not given) | -1% | -1%[38.3 µM] | 3% | 1.0% | -2% | 17%[46.1 µM] | -19%
COC(=O)N1CCC2(CC1)CN(c1ccccc1)C2 | x | 2% | x | x | 0% | x | -9%
Nc1ccn(Cc2cccc(F)c2)n1 | 3% | 5% | 9%[46 µM] | 2.4% | -3% | 6% | -2%
CCOc1ccc(NC(=S)c2ccncc2)cc1 | -3% | 2% | u | -1.3% | -2% | 18% | -1%
CC(C)C(NS(=O)(=O)c1ccc2c(c1)oc(=O)n2C)C(=O)N1CCN(Cc2ccccc2)CC1 (stereo not given) | 1% | 0%[38.3 µM] | -11% | 0.8% | -6% | -3%[46.1 µM] | 4%
O=[N+]([O-])c1ccc2oc(-c3ccccc3)nc2c1 | -24% | 13% | -15%[46 µM] | 1.8% | -13% | 4% | 1%
Cc1ccsc1/C=N/Nc1ccc(Cl)nn1 | -8% | x | x | -1.0% | x | 3% | -1%
COc1ccc(S(=O)(=O)N(NC2=NS(=O)(=O)c3ccccc32)C(=O)C(C)C)cc1 | -9% | -4% | x | -0.3% | -2% | 3% | -2%
CN(Cc1cccs1)C(=O)c1ccc(S(=O)(=O)N2CCCCC2)cc1 | 1% | x | x | 0.8% | x | -27% | 8%
CCC(C)C(=O)Nc1nc(C)c(-c2csc(Nc3ccc(Cl)cc3)n2)s1 (stereo not given) | -6% | 6%[38.3 µM] | 16%[0.0737 µM] | -0.2% | -4% | -21%[46.1 µM] | -3%
Cc1ccc(S(=O)(=O)N2c3ccccc3CC2C)cc1 (stereo not given) | 16% | 9% | u | 11% | 1% | -23% | 3%
Nc1nnc(N2CCCCCC2)s1 | -14% | 3%[38.3 µM] | 1% | -1.1% | 1% | -3%[46.1 µM] | 7%
Cc1ccc(-n2c(C)nc3oc4ccccc4c(=O)c3c2=O)cc1 | -7% | 6.3µM* | -10% | 1.5% | 0% | -7%[46.1 µM] | 3%
CCOC(=O)c1c(N)nn(C(=O)C(C)C)c1-c1ccccc1 | 10% | 32%[activator][38.3 µM] | -2% | 0.0% | 4% | 8%[46.1 µM] | -2%
CCOC(=O)C1CCCN(C(=O)COC(=O)C2=COCCO2)C1 (stereo not given) | 1% | -5%[38.3 µM] | 10% | 0.0% | -8% | 10%[46.1 µM] | 1%
COc1ccc(Cn2c(CCC(=O)Nc3ccc(CC#N)cc3)nc3cccnc32)cc1 | 3% | -9%[38.3 µM] | u | -1.0% | 0% | u | -9%
Cc1ccc2oc(-c3cccc(NC(=S)NC(=O)/C=C/c4ccco4)c3)nc2c1 | -2% | -2%[38.3 µM] | u | 4.7% | -5% | 2.5µM* | -7%
COc1cccc(C2N(c3cccc(Cl)c3)C(=O)C3CCCN32)c1OC (stereo not given) | -4% | -1%[38.3 µM] | -9% | -2.5% | -3% | -17%[46.1 µM] | -1%

# Fetched by compound from above (2):
SMILES | CBFb-RUNX1 inh | IMPase Li cell | LMNA splice mod | Epigenetic reg | Luc counter | NPSR antagonist | GLA spleen mod
Cc1ccsc1/C=N/Nc1ccc(Cl)nn1 | -8% | x | x | -1.0% | x | 3% | -1%
CN(Cc1cccs1)C(=O)c1ccc(S(=O)(=O)N2CCCCC2)cc1 | 1% | x | x | 0.8% | x | -27% | 8%

# Additional compounds.
SMILES | CBFb-RUNX1 inh | IMPase Li cell | LMNA splice mod | Epigenetic reg | Luc counter | NPSR antagonist | GLA spleen mod
COc1ccc(CC(C)N2CCN(c3cccc(C(F)(F)F)c3)CC2)cc1OC (stereo not given) | 1% | 34%[activator][38.3 µM] | -11% | 0.8% | 4% | -22%[46.1 µM] | 8%
O=c1[nH][nH]c2ccccc2c1=O | -8% | x | x | -0.4% | x | -12% | 2%
O=C(O)CCC/C=C\CC1C2CCC(O2)C1CNNC(=O)Nc1ccccc1 (stereo not given) | 8%&16% | -1%&27% | x | 0.0%&3.4% | 2% | x | 7%&-6%
CCOC(=O)CNC(=O)CSc1nc(-c2ccccc2)ns1 | 1% | 6% | x | -3.8% | 1% | 3% | 4%
CCc1ccc(C(=O)COC(=O)c2cccnc2Cl)cc1 | 24% | 3% | x | -2.4% | -25% | 1% | 0%
O=C(O)CSc1c[nH]c2ccccc12 | 1% | 22%[38.3 µM] | -5% | 2.6% | -5% | -11%[46.1 µM] | -1%
CCN(C#N)c1nc(N(C)C)nc(N(C)C)n1 | 5% | 16%[38.3 µM] | -15% | 1.1% | 3% | -8%[46.1 µM] | 2%
Cc1cc(C)c2c(=O)n(CC(=O)Nc3cccc(Cl)c3C)sc2n1 | 3% | x | x | -1.0% | x | -4% | 11%
COC(=O)c1cccc(NC(=S)NCCC2=CCCCC2)c1 | -2% | 12%[38.3 µM] | u | -0.6% | -2% | -11%[46.1 µM] | 3%
Cc1cc2nc(SCCN3CCOCC3)[nH]c2cc1C | -3% | -2% | -7% | -1.0% | 3% | 14%[46.1 µM] | -5%
CCc1ccc2c(c1)c1nnc(NN)nc1n2CC | 4% | 12% | u | 0.0% | -6% | -17%[46.1 µM] | -4%
Cc1cnc(C(=O)Nc2ccccc2C(=O)N2CCOCC2)cn1 | 7% | 15%[38.3 µM] | -1% | 0.0% | 2% | -6%[46.1 µM] | -1%
CCOC(=O)c1c(NC(=O)C2COc3ccccc3O2)sc(C)c1C (stereo not given) | 0% | 6% | u | 0.1% | 0% | -16%[46.1 µM] | 2%
O=C(CC(=O)NC1CCCCC1)N/N=C/c1cccc2ccccc12 | 21% | 11%[38.3 µM] | -9% | -2.0% | 3% | 0%[46.1 µM] | 4%
OC(COc1ccccc1)CN1CCOCC1 (stereo not given) | 1% | 1% | -4% | -0.8% | 3% | -8%[46.1 µM] | 4%
CC(=O)Nc1ccc(S(=O)(=O)NCCc2ccc(S(N)(=O)=O)cc2)cc1 | 0% | 10%[38.3 µM] | 8% | -0.2% | -2% | -15%[46.1 µM] | 3%
CCOC(=O)c1c(-c2ccc(C)o2)csc1NC(=S)NC(=O)c1ccccc1Br | -1% | 25%[38.3 µM] | -12% | 0.9% | 0% | -16%[46.1 µM] | 1%
N#Cc1c2ncn(CC(=O)c3ccc(Br)cc3)c(=O)c2c2n1CCC2 | 3% | 6%[38.3 µM] | 1% | 5.3% | -2% | 8%[7.67 µM] | 10%
O=C(NC(=O)c1c(F)cccc1F)O/N=C1\CCCc2occc21 | 11% | x | x | -1.8% | x | 11% | 16%
CCN1CCN(c2ncnc3c2sc2nc(N4CCOCC4)c4c(c23)CCC4)CC1 | -1% | 33%[38.3 µM] | 6% | 5.7% | -2% | 1%[46.1 µM] | 7%
O=C(O)/C(=C/c1ccco1)NC(=O)c1ccccc1 | -9% | -2% | -9% | 0.0% | 3% | 17% | 4%
Cc1cc(C)cc(N)c1 | 6%[21.7 µM] | -1% | x | x | x | x | 1%
COc1cc(C=Nc2cccc(C)c2)c(O)c([N+](=O)[O-])c1 | -11% | 5% | 3% | 6.5% | -6% | -10% | -4%
OC1(c2cccc(C(F)(F)F)c2)CCN(c2ncnc3c2[nH]c2ccc(F)cc23)CC1 | 0% | -17%[38.3 µM] | u | -0.4% | -4% | 13µM* | 0%
Cc1cc(Cl)ccc1C(=O)C1CCCN(C(=O)c2snnc2C)C1 (stereo not given) | u | 18% | 5%[46 µM] | -0.2% | 1% | -3% | 1%
COCCn1c(=O)c(C)nc2cnc(Nc3ccccc3)nc21 | x | 8% | -6% | x | x | x | 3%
Cc1cc(C)n(-c2nc3ccccc3c(=O)n2OCc2ccc(Cl)cc2)n1 | 4% | 3%[38.3 µM] | -3% | -1.1% | -4% | -26%[46.1 µM] | -9%
CC1SC(C)C(=O)N(CC(=O)NCc2ccc(F)cc2)C1=O (stereo not given) | 3% | -10% | -9% | 0.0% | 2% | 17% | -5%
Cc1cccc(NC(NC(=O)c2ccccn2)C(Cl)(Cl)Cl)c1 (stereo not given) | -8% | -11% | -5% | 11% | -5% | -8% | -3%
Cc1sc2nc(-c3ccco3)oc(=O)c2c1C | 1% | 15%[38.3 µM] | -3% | 0.0% | -5% | -6%[46.1 µM] | -5%
O=C(COC(=O)c1c2c(nc3ccccc13)CCCCC2)NCc1ccc2c(c1)OCO2 | -7% | 11% | u | -2.0% | -2% | 3% | -1%
CC(NC(=O)Cn1cnc([N+](=O)[O-])n1)c1ccccc1 (stereo not given) | 4% | 5%[38.3 µM] | 2% | 2.1% | -4% | -7%[46.1 µM] | 7%
Cc1ccc(F)cc1NC(=O)CCOc1ccccc1 | -3% | 18% | u | -4.3% | 3% | -11% | -11%
c1ccc(Sc2ncnc3ccccc23)cc1 | 11% | x | x | 0.0% | x | 3% | -9%
Cc1ccc(/C=C2/SC(=S)N(c3ccc(S(=O)(=O)Nc4nccs4)cc3)C2=O)cc1 | -18% | x | x | 1.0% | x | -36% | -2%
COCC(=O)Nc1nc2ccc(C)cc2s1 | 3% | 17%[38.3 µM] | 11% | 9.5% | -19% | -11%[46.1 µM] | 1%
Cc1ccc(NC(=O)N2CCC(C(=O)Nc3ccc(C)cc3C)CC2)cc1 | 13% | 16% | 3% | 1.2% | 7% | -4%[46.1 µM] | 6%
COc1ccc(/C=N/OCC(=O)Nn2c(C)nc3ccccc3c2=O)cc1 | 4% | 1% | -10% | -0.9% | -5% | 7% | 0%
O=C(Oc1nsnc1N1CCCCC1)N1CCOCC1 | 2% | 6% | -1% | -1.0% | 1% | 10% | 9%
CCC1CCCCN1Cc1nc2c(c(=O)n(C)c(=O)n2C)n1Cc1ccccc1 (stereo not given) | 2% | 12% | u | -1.0% | -2% | -12%[46.1 µM] | 0%
